Growth percent in the NCI-60 one-dose screen (48 h, 10 µM unless noted): 100 = growth as untreated, 0 = no growth, -100 = all killed.
NCI-H226: NCI-H226 lung cancer. hit rate 3.5% among 79,000
COLO 205: COLO 205 colon cancer; hit rate 7.3% among 79,000; AID 1794742
NCI/ADR-RES: NCI/ADR-RES ovarian cells. hit rate 4.4% among 81,000. AID 1794790
HCT-116: HCT-116 colon cancer; hit rate 7.3% among 82,000; AID 1794798
HT29: HT29 colon cancer; hit rate 7.4% among 81,000; AID 1794748
NCI-H322M: NCI-H322M lung cancer; hit rate 2.7% among 80,000; AID 1794733
NCI-H522: NCI-H522 lung cancer. hit rate 8% among 78,000
HCT-15: HCT-15 colon cancer; hit rate 5.2% among 82,000
NCI-H460: NCI-H460 lung cancer; hit rate 6.8% among 82,000; AID 1794736
* marks the source's active call; other numbers are inactive results; . = no result given; & = joins results of further samples; [ ] = dose if it differs, or a comment. The calls were made as follows: active = growth percent below 10; inactive = the rest.

Values run as follows: HT29, NCI-H322M, HCT-15, NCI/ADR-RES, COLO 205, HCT-116, NCI-H460, NCI-H522, NCI-H226
- CC(=O)c1ccc2ccccc2c1OC(=O)c1ccncc1
    96, 104, 91, ., 106, 88, 101, 97, 93
- O=C(CSc1nnc(-c2ccc(-c3nc4ccccc4[nH]3)cc2)o1)Nc1ccc(C(=O)/C=C/c2ccc(Cl)cc2)cc1
    101, 107, 98, 100, 114, 72, 109, 93, 90
- Cc1ccc(S(=O)(=O)NCCCN2c3nc4ccccc4cc3Sc3cc4ccccc4nc32)cc1
    100, 87, 101, 99, 119, 96, 113, 108, 86
- COc1cc2c3c(c1)nc(C)n3CCC2
    97, 108, 98, 103, 107, 93, 104, 93, 91
- O=C(/C=C/c1ccccc1)c1ccc(Nc2nc(NCCO)nc(Nc3ccc(Cl)cc3)n2)cc1
    30, 92, 8.5*, 92, ., 28, 81, 83, .
- OC(CNCC1CCCO1)Cn1c2ccc(Cl)cc2c2cc(Cl)ccc21 (stereo not drawn)
    31, 64, 52, 57, 32, 28, 27, 81, 54
- CCCCCCCCNc1ccc(Cl)cc1
    102, 109, 108, 108, 110, 86, 103, 94, 102
- CCN(CC)CCCC(C)NC(=O)Nc1cc(OC)cc2cccnc12 (stereo not drawn)
    110, 109, 96, 103, 96, 91, 113, 93, 107
- C/C(=N\N=C1/NC(=O)C(CC(=O)O)S1)c1nnn(-c2ccc([N+](=O)[O-])cc2)c1C (stereo not drawn)
    105, 100, 104, 102, 109, 100, 110, 97, 98
- COc1ccccc1C1OCC(C)([N+](=O)[O-])CO1 (stereo not drawn)
    103, 85, 105, 112, 113, 106, 115, ., 110
- O=C(Nc1ccc(Cl)c(C(F)(F)F)c1)Nc1ccc(-c2cccnc2)cc1N1CCC(CO)CC1
    9.2*, 55, 15, 26, -27*, 12, 18, 20, 53
- CCC(CC)CS(=O)(=O)Nc1ccc(C(=O)O)cc1
    103, 100, 103, 105, 111, 99, 105, 78, 102
- Nc1nc(N)c(NC(=O)CNc2ccc(C(=O)O)cc2)c(N)n1
    107, 106, 112, 123, 110, 113, 110, 92, 98
- CC1(C)N=C(N)N=C(N)N1c1ccc(S(C)(=O)=O)cc1
    99, 99, 102, 100, 101, 84, 104, 81, .
- Cc1ccc(S(=O)(=O)Nc2ccccc2N=Cc2c(F)c(F)c(F)c(F)c2F)cc1
    36, ., 85, 95, 97, 47, 105, 89, 103

3 entries from above, ordered by count of non-hydrogen atoms, smallest number first.
Values run as follows: HT29, NCI-H322M, HCT-15, NCI/ADR-RES, COLO 205, HCT-116, NCI-H460, NCI-H522, NCI-H226
- CCCCCCCCNc1ccc(Cl)cc1
    102, 109, 108, 108, 110, 86, 103, 94, 102
- COc1ccccc1C1OCC(C)([N+](=O)[O-])CO1 (stereo not drawn)
    103, 85, 105, 112, 113, 106, 115, ., 110
- O=C(CSc1nnc(-c2ccc(-c3nc4ccccc4[nH]3)cc2)o1)Nc1ccc(C(=O)/C=C/c2ccc(Cl)cc2)cc1
    101, 107, 98, 100, 114, 72, 109, 93, 90

(more compounds)
Values run as follows: HT29, NCI-H322M, HCT-15, NCI/ADR-RES, COLO 205, HCT-116, NCI-H460, NCI-H522, NCI-H226
- CN(C)C(=O)OC(c1ccc(Cl)cc1)c1ccccn1 (stereo not drawn)
    102, 106, 105, 102, 107, 96, 106, 91, 105
- COC(=O)[C@@H](N)CCCCNC(=O)[C@]12CCC(C)(C)C[C@H]1C1=CC[C@@H]3[C@@]4(C)CCC(=O)C(C)(C)[C@@H]4CC[C@@]3(C)[C@]1(C)CC2
    108, 97, 106, 103, 111, 98, 100, 95, 96
- Cc1ccc(S(=O)(=O)Oc2cccc([N+](=O)[O-])c2)cc1
    90&80, 120&136, 93&86, 91&77, 129&102, 104&84, 109&103, 88&75, 93&103
- O=C(Nc1ccccc1)c1cc(Cl)ccc1O
    89, 83, 64, 75, 109, 51, 37, 10, 74
- CCOC(=O)CCC(NC(=O)c1ccc(N)cc1)C(=O)OCC (stereo not drawn)
    99, 108, 99, 102, 105, 106, 118, 81, 103
- CCOC(=O)CSc1cc(Cl)c(C)cc1S(=O)(=O)Nc1nn(-c2ccc(C)cc2)c(=O)[nH]1
    111, 93, 105, 101, 114, 109, 116, 16, 93
- O=C(NCCN1CCCCC1)n1cc(-c2ccncc2)c(-c2ccc(Cl)c(O)c2)n1
    96, 119, 87, 96, 87, 45, 92, 85, 102
- CSc1nc2ccccc2cc1/C=C1/C=C(c2ccccc2)OC1=O
    108, 94, 98, 98, 105, 95, 105, 97, 94
- Cc1cc2c(c(=O)o1)C1(C)CC(C)(O2)c2c(cc(C)oc2=O)O1
    100, 102, 101, 105, 112, 102, 114, 96, 100
- Cn1c2c(c(=O)n(C)c1=O)C1(C(=O)N(Cc3ccccc3)c3ccccc31)c1c(n(C)c(=O)n(C)c1=O)N2
    87, 101, 69, 92, 106, 86, 88, 65, 78
- C=CCNc1ncnc2nc[nH]c12
    98, 109, 104, 105, 114, 107, 107, 96, 97
- Clc1ccc(-c2noc(CSc3nc4ccccc4s3)n2)cc1
    101, 101, 99, 102, 106, 99, 103, 89, 96
- O=C(O)c1ccc(NC(=O)N2CCN(C(=O)Nc3ccc(C(=O)O)c(O)c3)CC2)cc1O
    86, 104, 105, 99, 100, 94, 107, 76, 100
- NNC(=O)CNC(=O)c1ccccc1I
    96, 103, 106, 102, 116, 101, 105, 99, 95
- O=c1[nH]c(CN2CCCC2c2nc3ccccc3s2)nc2sc3c(c12)CCC3 (stereo not drawn)
    109, 95, 98, 97, 101, 108, 105, 84, 95

Entries of single compounds, quoted from the list. Order of values: HT29, NCI-H322M, HCT-15, NCI/ADR-RES, COLO 205, HCT-116, NCI-H460, NCI-H522, NCI-H226
Entry for Clc1ccc(-c2noc(CSc3nc4ccccc4s3)n2)cc1 → 101, 101, 99, 102, 106, 99, 103, 89, 96
Entry for O=c1[nH]c(CN2CCCC2c2nc3ccccc3s2)nc2sc3c(c12)CCC3 (stereo not drawn) → 109, 95, 98, 97, 101, 108, 105, 84, 95
Entry for O=C(O)c1ccc(NC(=O)N2CCN(C(=O)Nc3ccc(C(=O)O)c(O)c3)CC2)cc1O → 86, 104, 105, 99, 100, 94, 107, 76, 100
Entry for Cc1ccc(S(=O)(=O)Oc2cccc([N+](=O)[O-])c2)cc1 → 90&80, 120&136, 93&86, 91&77, 129&102, 104&84, 109&103, 88&75, 93&103

Later entries
Values run as follows: HT29, NCI-H322M, HCT-15, NCI/ADR-RES, COLO 205, HCT-116, NCI-H460, NCI-H522, NCI-H226
- CCOc1cc2c(cc1OCC)[C@@H]1C[C@@H](O)[C@H](O)[C@H](O)[C@H]1NC2=O
    106, 95, 101, 101, 106, 96, 111, 90, 98
- CCCCCCCc1nc(C#N)c(NCc2ccncc2)o1
    99, 90, 88, 99, 117, 91, 103, 87, 101
- Cc1nc(/N=C(N)/N=C(\N)c2ccccn2)sc1C
    95, 95, 87, 96, 104, 94, 100, 95, 96
- O=C1c2ccccc2C(=O)N1Cc1nnnn1-c1ccc(Br)cc1
    104, 105, 105, 102, 115, 99, 102, 92, 107
- N#CC1=C(N)Oc2c(c(=O)[nH]c3ccccc23)C12C(=O)c1ccccc1C2=O
    106, 83, 96, 95, 100, 85, 85, 96, 79
- CN(C)/C=C1\Sc2ccc3nsnc3c2N(C)C1=O
    108, 78, 99, 110, 101, 92, 103, 93, 101
- CCCCCCCCCCCC[S+](C)CC(=O)[O-] (stereo not drawn)
    45, 89, 85, 100, 2.9*, 45, 54, 46, 44
- COC(=O)[C@H](Cc1cn(C)cn1)NC(=O)[C@H](Cc1c[nH]c2ccccc12)NC(=O)Nc1cc(C(F)(F)F)cc(C(F)(F)F)c1
    -84*[100 µM], -42*[100 µM], 28[100 µM], 70[100 µM], -77*[100 µM], -89*[100 µM], -26*[100 µM], ., -48*[100 µM]
- Nc1ncnc2c1N=C(c1cccc(Nc3ccncc3)c1)CC(c1ccc(Cl)cc1)N2 (stereo not drawn)
    21, 85, 84, 101, 75, 48, 53, 87, 70
- O=S(=O)(NCc1ccccc1)c1ccccc1
    101, 105, 99, 99, 116, 103, 107, 104, 95
- CC(NCCN)c1ccccc1 (stereo not drawn)
    106, 103, 98, 89, 110, 100, 105, 98, 89
- C/C=C/C(=O)Nc1ccc(Cl)c(Cl)c1
    114, 88, 103, 110, 125, 102, 102, 106, 100
- COc1cc(-c2nc3nc4sc(C)c(C)c4c(=O)n3[nH]2)cc(OC)c1OC
    82, 93, 73, 71, 94, 76, 93, 61, 112
- COC(=O)C1=C(N)N(c2ccccc2)C2=C(C(=O)CC(C)(C)C2)C1c1cccc(Cl)c1 (stereo not drawn)
    91, 84, 85, 88, 106, 77, 95, 76, 90
- COC(=O)C1=NN(c2ccccc2)C2C3N(c4ccccc4)N=C(C(=O)OC)N3c3c(C)cccc3N12 (stereo not drawn)
    99, 108, 100, 88, 102, 83, 113, 77, 97

(cont.)
Values run as follows: HT29, NCI-H322M, HCT-15, NCI/ADR-RES, COLO 205, HCT-116, NCI-H460, NCI-H522, NCI-H226
- Nc1ccc2c(c1)C(=O)c1cccc(Cl)c1-2
    104, 92, 96, 100, 104, 100, 109, 93, 108
- COc1ccc(S(=O)(=O)N2C(=O)N[C@H](OC)[C@H]2OC)cc1
    ., 120, 105, 106, 108, 123, 109, 127, 108
- O=S(c1ccccc1)c1ccccc1
    99, 115, 105, 107, 109, ., 112, 93, .
- CCN1C(=O)N(CC)C2C1NN=c1s/c(=C\c3cccnc3)c(=O)n12 (stereo not drawn)
    8.2*, 47, 19, 16, 12, 16, 8.0*, 8.9*, 50
- Brc1c(-c2ccncc2)nc2sccn12
    99, 97, 107, 103, 110, 92, 103, 83, 93
- CNc1c(C)cccc1C
    103, 127, 108, 105, 138, 107, 109, 101, 100
- O=C(Nc1cccc(-n2cc(-c3ccncc3)c(-c3ccc(Cl)c(O)c3)n2)c1)Nc1cc(C(F)(F)F)cc(C(F)(F)F)c1
    -56*, 5.1*, -7.2*, 4.7*, -97*, -59*, -56*, -50*, 1.2*
- Cc1ccc(CSCCC(=O)Nc2cc(C(=O)Nc3cc(C(=O)NCCCN(C)C)n(C)c3)n(C)c2)cc1
    112, 105, 108, 113, 114, 107, 120, 96, 108
- C/C(N)=N/S(=O)(=O)c1ccc(N)cc1
    95, 96, 101, 102, 107, 98, 107, 87, 92
- CC(C)C(C(=O)Nc1ccc(O)cc1)N1C(=O)/C(=C/c2ccc(Br)cc2)SC1=S (stereo not drawn)
    111, 99, 94, 100, 122, 99, 101, 84, 102
- Fc1ccc(NCc2nnc(-c3ccc(F)cc3)o2)cc1
    96, 94, 97, 93, 99, 86, 100, 59, 92
- C#C[C@]1(O)CC[C@H]2[C@@H]3CC=C4c5nc(Nc6ccccn6)sc5CC[C@]4(C)[C@H]3CC[C@@]21C
    17, 36, 1.7*, 23, 35, 4.5*, 4.8*, -6.1*, 38
- CCN(CC)CCCNC(=O)C(c1ccccc1)c1ccccc1
    99, 101, 108, 105, 101, 96, 107, 91, 98
